Screening results from PubChem.
EP2 antag – inhibitors of human EP2 prostaglandin E2 receptor | P43116 | C6 glioma cells expressing human EP2, cAMP TR-FRET; cells stimulated with saturating PGE2 | inhibition, % at 25 µM | actives 0.52% (n = 260,000) | AID 1422;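 active = percent inhibition above 40 after rounding to a whole number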;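 note: rat C6 glioma host cells with rolipram phosphodiesterase inhibitor present; the protocol text gives 20 µM as final concentration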
Target sequence (P43116 whole entry, looked up): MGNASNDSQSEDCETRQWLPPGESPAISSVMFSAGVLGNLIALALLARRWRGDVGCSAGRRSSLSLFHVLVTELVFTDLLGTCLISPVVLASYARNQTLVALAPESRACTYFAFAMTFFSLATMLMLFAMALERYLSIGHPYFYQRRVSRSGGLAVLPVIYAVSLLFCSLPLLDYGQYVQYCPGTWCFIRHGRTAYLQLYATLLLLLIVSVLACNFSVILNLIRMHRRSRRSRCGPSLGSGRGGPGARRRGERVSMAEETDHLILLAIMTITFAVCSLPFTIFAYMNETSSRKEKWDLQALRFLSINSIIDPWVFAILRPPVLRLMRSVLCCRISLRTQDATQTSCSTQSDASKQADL
zVAD death inh – blocks zVAD induced death of L929 cells; L929 zVAD necroptosis rescue, ATP luminescence, 24 h; with zVAD 60 µM; viability rescue, % at 10 µM; AID 1377; actives 0.38% (n = 220,000);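 active = activation, scaled between plate controls, above about 75%, limit read from the data; inactive = activation under that limit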;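 note: 0% = zVAD with DMSO and 100% = DMSO alone without zVAD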
Rad51 HR inh – blocks human Rad51 in homologous recombination | Q06609 | hRad51 DNA strand exchange, fluorescence dequenching | inhibition, % at 10 µM | actives 0.085% (n = 200,000) | AID 1385;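 active = inhibition above 40% at the single screening dose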;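 note: 0% = DMSO control wells and 100% = blanks with heterologous ssDNA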
Target sequence (Q06609 whole entry, looked up): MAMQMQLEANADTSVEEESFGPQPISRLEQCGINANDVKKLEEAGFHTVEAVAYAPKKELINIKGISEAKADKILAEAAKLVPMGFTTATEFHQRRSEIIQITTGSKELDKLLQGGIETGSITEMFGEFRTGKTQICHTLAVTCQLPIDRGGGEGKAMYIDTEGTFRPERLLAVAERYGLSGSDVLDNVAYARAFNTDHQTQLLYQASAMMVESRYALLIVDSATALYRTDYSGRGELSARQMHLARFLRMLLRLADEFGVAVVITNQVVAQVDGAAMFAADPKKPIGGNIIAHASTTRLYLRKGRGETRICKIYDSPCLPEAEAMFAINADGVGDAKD
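System: human Rad51 nucleoprotein filaments preassembled on unlabelled ssDNA. Reagent: labelled 47-mer dsDNA for strand exchange. Schedule: 30-min compound preincubation and 15-min exchange, both room temperature. Measured by: FRET fluorescence dequenching, excitation 485 nm, emission 520 nm. Read-out: Fluorescence-based percent inhibition, control- and blank-normalised. Benchmarks: plate controls and plate blanks.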
14-3-3 Bad PPI – disrupts binding of bovine 14-3-3 zeta to phospho-Bad peptide. AID 781. P63103. actives 0.71% (n = 220,000). TR-FRET 14-3-3zeta/Dy647-pBad peptide displacement, 1 h. inhibition, % at 21.7 µM;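 active = inhibition above about 70%, limit read from the data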;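 note: 0% = full 14-3-3 plus peptide FRET controls and 100% = background without 14-3-3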
Target sequence (P63103 whole entry, looked up): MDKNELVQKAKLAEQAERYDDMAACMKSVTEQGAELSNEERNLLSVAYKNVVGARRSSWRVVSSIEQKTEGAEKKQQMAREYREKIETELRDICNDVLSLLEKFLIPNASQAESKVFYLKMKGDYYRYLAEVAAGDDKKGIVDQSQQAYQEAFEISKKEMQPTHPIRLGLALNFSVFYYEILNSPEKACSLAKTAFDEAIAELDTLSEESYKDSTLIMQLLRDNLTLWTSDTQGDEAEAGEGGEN
Hck Nef HTS – blocks Nef-activated human Hck kinase; P08631; actives 0.68% (n = 220,000); inhibition, % at 20 µM; Recombinant Hck-YEEI plus Nef, Z-Lyte FRET kinase assay;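 active = Hck-Nef kinase inhibition above about 50%, limit read from the data; inactive = inhibition below that limit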;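 note: 0% = DMSO with Hck plus Nef and 100% = Hck alone without Nef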
eIF4E 4G PPI – blocks eIF4E binding to eIF4G; inhibition, % at 21.7 µM; actives 0.37% (n = 220,000); TR-FRET eIF4E-eIF4GI(517-606) binding, 2 h; P63073+Q04637;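 active = inhibition above about 30%, limit read from the data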;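 note: 0% = full FRET control wells and 100% = background wells lacking eIF4GI fragment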
EP2 modulator – modulators of human EP2 prostaglandin E2 receptor. P43116. EP2-expressing cells, cAMP HTRF FRET, PGE2 co-stimulation. induction, % at 25 µM. actives 0.83% (n = 260,000);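 active = compounds whose cAMP rise, as percent of the full-agonist control response, exceeds 60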;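 note: rat C6 glioma line stably carrying human EP2 under a CMV promoter; the protocol text gives 20 µM as final concentration; 100% = response of wells given 1 µM PGE2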
Tb hexokinase – blocks Trypanosoma brucei hexokinase 1 activity | recombinant TbHK1, G6PDH-coupled NADH A340 | AID 1430 | actives 0.11% (n = 220,000) | inhibition, % at 10 µM;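 active = inhibition of 50% or more in the single-dose primary screen; inactive = inhibition below 50%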
m-calpain inh – inhibitors of pig calpain II | inhibition, % at 16 µM | purified calpain II, fluorogenic peptide substrate, 30 min | actives 0.37% (n = 220,000);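 active = inhibition above about 50%, limit read from the data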
An asterisk follows results filed as active; / = not tested or not shown; & = joins results of further samples; [ ] = dose if it differs, or a comment. The list is partial; count on the stated rates, not on these rows.

Below each compound: EP2 antag, zVAD death inh, Rad51 HR inh, 14-3-3 Bad PPI, Hck Nef HTS, eIF4E 4G PPI, EP2 modulator, Tb hexokinase, m-calpain inh
> CC1=NN(C(N)=S)C(=O)C1N=Nc1ccc(O)cc1 (stereo not given)
→ 14, -1.6, -5, -10, 15, -2, 14, -8, 24
> CCc1cc2c(NC3CCCC3)ncnc2s1
→ 6, -1.1, -19, 13, 34, -4, -55, 6, -7
> Cc1cc(NS(=O)(=O)c2ccc(NC(=O)CSc3nnc(-c4ccco4)n3C)cc2)nc(C)n1
→ 2, 4.3, 4, -11, 5, -3, 8, 3, 5
> Cc1ccnc2nc(C(=O)OCC(=O)NCCc3ccccc3)nn12
→ 11, -0.1, -1, 9, -8, 4, 44, 2, -3
> O=C1CCCN1CCCN1C(=O)N[C@@H](Cc2ccccc2)C1=O
→ 1, 1.2, -11, 4, 2, 5, -5, 6, 12
> Cc1cccc(-n2c(O)c(C=Nc3ccccc3-c3n[nH]c(=S)[nH]c3=O)c3ccccc3c2=O)n1
→ 7, 3.0, -2, -6, -14, 50*, -16, -17, 11
> CCOC(=O)Cc1csc(/N=C/c2c(O)n(-c3ccc(C)c(C)c3)c(=O)c3ccccc23)n1
→ 3, 1.0, 1, 6, 6, -3[fluorescence artefact?], -2, 6, -47
> CC1CCCN(S(=O)(=O)c2ccc(NC(=O)c3cccc(-n4cnnn4)c3)cc2)C1 (stereo not given)
→ 8&11, -0.1, -5, 2, 2, -3, -5&-53, 4, 43
> Cc1cc(C)cc(N2CCN(C(=O)N3CCOCC3)CC2)c1
→ 10&18, 0.6, 5, 20[fluorescence artefact?], 1, 8, -1&0, -2, 16
> CCOC(=O)N1CCN(C(=O)C2CC(c3ccccc3OC)=NO2)CC1 (stereo not given)
→ 4, -0.5, -2, 1, 0, 1, 18, -6, -8
> Fc1ccccc1CSc1nncn1NC/C=C/c1ccccc1
→ 15, 0.1, 6, 3, 1, 0, -31, -3, 1
> Cc1cccc(-n2cc(CN(C)Cc3nccn3C)c(-c3cccc(F)c3)n2)c1
→ 3, 0.9, 4, -5, 16, -2, 44, -7, -3
> COc1ccc(N2C(=NC(C)=O)SC3CS(=O)(=O)CC32)cc1OC (stereo not given)
→ 11, 0.0, 1, 9, 1, -11[fluorescence artefact?], 11, -1, 0
> Oc1ccccc1-c1cc(C(F)(F)C(F)F)[nH]n1
→ 7, 0.7, 4, 2, 0, -1, -16, -3, 13
> CCc1ccc(CN(C)Cc2nc(Cc3ccccc3)no2)nc1
→ 4, 0.2, 17, 5, 7, -3, -33, -3, 8
> CCC[n+]1cn(/C(C(=S)Nc2cccc(Cl)c2C)=C(/[O-])c2ccc(OC)c(OC)c2)c2ccccc21
→ 6, 0.3, 12, -24, 26, -3, -11, -16, -40
> OCCN1CN=C(Nc2nc3ccccc3o2)NC1
→ 9, 0.6, 1, -11, 0, -21, -7, -1, 7
> Cc1cccc(Oc2ncnc3oc(-c4ccccc4)cc23)c1C
→ 4, -0.2, -2, -10, 0, -4, 23, -1, -79
> Cc1ccc(Nc2nc(CSc3nnc(-c4ccccc4C)n3C)cs2)cc1
→ 4, -0.3, -14, 10, 0, -2[fluorescence artefact?], 71*, 6, -5
> CCOc1ccc2c(c1)OC(c1ccccc1)(C(F)(F)F)NC2=O (stereo not given)
→ -1, 1.2, -4, -7[fluorescence artefact?], 1, 1, 19, 1, 18
> CCc1cc2c(=O)n(Cc3ccco3)c(SCC(=O)N(C)C3CCS(=O)(=O)C3)nc2s1 (stereo not given)
→ -1, 0.0, -2, -11, 31, 4, 14, -5, -35
> Nc1ccc(N2CCCCC2)c(Cl)c1
→ 5, -0.1, /, -6, 6, 10, 10, -7, -15
> O=C(c1ccc(=O)n(Cc2ccccc2)n1)N1CCN(C/C=C/c2ccccc2)CC1
→ 8, -0.3, 2, -2, 1, -7, -22, 28, -20
> O=C(OCc1cc(=O)n2cc(Br)ccc2n1)c1ccc(Cl)c(S(=O)(=O)NCc2ccccc2)c1
→ 9, 0.0, -4, -19, 3, 1[fluorescence artefact?], 23, 0, -7
> CCCCc1ccc(-n2nnnc2SCC(=O)Nc2cc(OC)c([N+](=O)[O-])cc2C)cc1
→ 5, 1.0, 25, 23[fluorescence artefact?], 1, -9[fluorescence artefact?], -12, 7, 22
> CCC(=O)Nc1ccc2c(c1)nc1n2CCN(C2CCCCC2)C1
→ 13, 16, -3, -16, 14, 1, 4, -5, -248
> COc1ccc(CN2CCNC(=O)C2CC(=O)N2CCCCO2)c(OC)c1 (stereo not given)
→ 7, 0.7, 7, -13, 14, 0, 7, -3, -16
> CCOc1cc(/C=N/NC(=O)Cc2ccc(C(F)(F)F)cc2[N+](=O)[O-])ccc1O
→ 6, 2.1, 1, -20, 5, 16, 26, 21, 11
> COCC(=O)Nc1nc2ccc(S(C)(=O)=O)cc2s1
→ 8&11, 1.1, 3, 7[fluorescence artefact?], -1, 0[fluorescence artefact?], 12&-1, 8, -17
> O=C(NCc1ccccc1)C1Cc2ccccc2CN1C(=O)c1ccco1 (stereo not given)
→ 10, 0.7, 7, -1, 30, 1, 11, -2, -65
> CCOC(=O)n1c(O)c(N=NC(N)=S)c2cc(C)ccc21
→ 12, 0.1, /, -12, 3, 1, -2, -9, -8
> C=C1c2cc3c(cc2NC(=S)N1Cc1ccccc1)OCO3
→ 2, 0.3, /, 1, 18, -1, -5, -21, 13
> O=C(c1ccccc1)N1CCN(C(=S)NCc2ccco2)CC1
→ 8, -0.2, 7, -5, 11, -9, -30, -4, 19
> COC(=O)c1c(NC(=O)CN2C(=O)c3ccccc3C2=O)sc(Cc2ccc3c(c2)OCO3)c1C
→ 13, 15, 0, -10, -3, -5, 11, -9, -43
> O=C(N/N=C/c1ccc(O)cc1)/C(=C/c1ccccc1)CCO
→ 7, -0.1, 18, 6, 0, 0, -5, -38, 3
> Cc1nnsc1C(=O)N/N=C/c1ccccc1
→ 9, -0.4, /, -18, 3, 0, -21, 16, -7
> CCN=C(NCC)SC1CC(=O)N(c2ccccc2)C1=O (stereo not given)
→ 6, -0.1, -13, -3, 0, -3, -8, -9, 21
> Cc1ccc(Nc2nc3ccccc3c(=O)s2)cc1C
→ 8, -0.3, /, 1, 2, 5, 12, 0, -13
> CCOc1ccc(NC(=O)C2CCCN(S(=O)(=O)c3cccc4nsnc34)C2)cc1 (stereo not given)
→ 9, 0.2, -15, -10[fluorescence artefact?], 1, -13[fluorescence artefact?], 13, -6, -11
> O=c1c2ccccc2nc(COc2ccccc2)n1/N=C/c1ccc(O)c(O)c1
→ 4, 4.4, 23, 8, 21, 2, 10, -29, -11
> COc1ccc(CNC(=O)COC(=O)CC2CC3CCC2C3)cc1OC (stereo not given)
→ 6, 0.3, -1, -15[fluorescence artefact?], 0, 5, -27, 29, 3
> NS(=O)(=O)c1cc(C(=O)NCCc2ccccn2)ccc1Cl
→ 8, 0.9, -8, 6, 11, 4, -5, 4, 2
> O=C(CCl)N=c1sccn1Cc1cccc2ccccc12
→ 12, -1.3, -8, -9, 11, -1, -57, 9, 15
> COc1ccc(-c2noc(CCCC(=O)N3CCOCC3)n2)cc1
→ 0, 0.9, /, -9, -11, 1, -41, -4, 3
> Cc1ccc2[nH]c(=O)c(CN(CCCN(C)C)C(=S)NCCc3ccccc3)cc2c1
→ 3, 2.1, -22, -12, 18, 3, -45, -3, -44
> COc1ccc(/C=N/NC(=O)c2nc(-c3ccccc3)n(-c3ccccc3)n2)cc1
→ 4, 1.3, /, -4, 4, 3[fluorescence artefact?], 27, -3, -57
> COc1ccc(-c2ccc(CCC(=O)O)o2)cc1
→ 1, 5.7, 1, -13, 23, 2, 21, -1, -25
> CCC(=O)Oc1ccc(C(=O)Nc2ccccc2C(=O)NCC(C)C)cc1
→ 7, 12, 16, 1, -3, 2, 1, -5, 14
> COc1cccc(NC(=O)c2ccc(NC(=O)C(C)(C)C)cc2)c1
→ 15, 4.8, /, -4, 7, 4, -28, -3, 6
> O=C(COC(=O)c1cccc2ccccc12)Nc1ncc(C(F)(F)F)cc1Cl
→ 5, -0.2, -16, -10, 1, -14, 13, 7, -41

Continuation.
Below each compound: EP2 antag, zVAD death inh, Rad51 HR inh, 14-3-3 Bad PPI, Hck Nef HTS, eIF4E 4G PPI, EP2 modulator, Tb hexokinase, m-calpain inh
> COc1ccc(NS(=O)(=O)c2cc(NC(=O)[C@@H](NC(N)=O)C(C)C)ccc2C)cc1
→ 6, -0.6, -55, 8, 14, -9, 21, -7, -13
> CCOC(=O)C1=C(C)N(c2ccccc2)C(=O)C1CC(=O)O (stereo not given)
→ 9, -0.1, -6, /, 1, /, 1, -5, -32
> O=C(NCc1cccnc1)c1ccc(-c2cc3ccccc3oc2=O)cc1
→ 8, 0.0, 13, -2, -10, -11, -36, -7, -176
> COc1ccc(C(=O)C2CCCN(C(=O)CCC3=NNC(=O)CC3)C2)c(C)c1 (stereo not given)
→ 12, 3.1, -7, -14, 21, -1, 19, -7, -27
> CC(=O)CCc1oc2ccc(NC(C)=O)cc2c1-c1ccc(C)o1
→ 23, 0.4, 3, 10, 2, -3, -3, 46, 12
> Cc1ccc(NC(=S)N(C)Cc2cn(C)c3ccccc23)cc1
→ 4, 0.3, 0, -14, 11, 12, -31, 31, -4
> CC(NS(=O)(=O)c1ccc(CCC(=O)N2CCN(C)CC2)cc1)c1ccccc1 (stereo not given)
→ 7, 0.1, 3, -1, -1, -1, -8, -4, -7
> COc1ccc(S(=O)(=O)Nc2cc(Cl)ccc2OC)cc1
→ 4, -0.2, -1, 5, 1, 5, 1, 37, -17
> CCC(C)C(=O)Nc1cc(Cl)ccc1C(=O)O (stereo not given)
→ 8, 5.7, 2, 7, -52, 2, 27, -2, -15

Among those listed so far, eight have a Cl atom:
Below each compound: EP2 antag, zVAD death inh, Rad51 HR inh, 14-3-3 Bad PPI, Hck Nef HTS, eIF4E 4G PPI, EP2 modulator, Tb hexokinase, m-calpain inh
> CCC[n+]1cn(/C(C(=S)Nc2cccc(Cl)c2C)=C(/[O-])c2ccc(OC)c(OC)c2)c2ccccc21
→ 6, 0.3, 12, -24, 26, -3, -11, -16, -40
> Nc1ccc(N2CCCCC2)c(Cl)c1
→ 5, -0.1, /, -6, 6, 10, 10, -7, -15
> O=C(OCc1cc(=O)n2cc(Br)ccc2n1)c1ccc(Cl)c(S(=O)(=O)NCc2ccccc2)c1
→ 9, 0.0, -4, -19, 3, 1[fluorescence artefact?], 23, 0, -7
> NS(=O)(=O)c1cc(C(=O)NCCc2ccccn2)ccc1Cl
→ 8, 0.9, -8, 6, 11, 4, -5, 4, 2
> O=C(CCl)N=c1sccn1Cc1cccc2ccccc12
→ 12, -1.3, -8, -9, 11, -1, -57, 9, 15
> O=C(COC(=O)c1cccc2ccccc12)Nc1ncc(C(F)(F)F)cc1Cl
→ 5, -0.2, -16, -10, 1, -14, 13, 7, -41
> COc1ccc(S(=O)(=O)Nc2cc(Cl)ccc2OC)cc1
→ 4, -0.2, -1, 5, 1, 5, 1, 37, -17
> CCC(C)C(=O)Nc1cc(Cl)ccc1C(=O)O (stereo not given)
→ 8, 5.7, 2, 7, -52, 2, 27, -2, -15
